High-throughput results deposited in PubChem BioAssay by National Center for Advancing Translational Sciences (NCATS).
TGFb SMAD3 inh: qHTS for Inhibitors of TGF-b; actives 1.2% (n = 410,000); Potency, µM (top dose mostly 46.1 µM), for inactives: at the top dose activity, negative = inhibition, hits mostly inhibitors; HepG2 CAGA-GFP TGF-b/SMAD3 reporter, GFP fluorescence, 18 h; TGF-beta stimulated, 500 pg/mL final; note: potency is the fitted concentration of half-maximal effect; % is set by controls: 0 for no effect and ±100 for the full control effect; nearly all actives have a fitted effect of over 65% in size
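Per well, imaged GFP fluorescence of HEPG2 CAGA-GFP cells gives the signal; cells get compound, then TGF-beta (500 pg/mL final), 18 h at 37 degrees C; %Activity versus -TGF-beta and +DMSO controls.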
EPAC2 agonist: qHTS for Agonist of cAMP-regulated guanine nucleotide exchange factor 4 (EPAC2): primary screen; Potency, µM (highest dose often 154 µM), without a hit: top-dose activation, most hits filed as activators; Rap guanine nucleotide exchange factor 4 (Homo sapiens), Q8WZA2; EPAC2 activation, biochemical qHTS; response scale: 100% = 6.5 mM cAMP response; actives 0.079% (n = 360,000); note: potency is the fitted concentration of half-maximal effect; nearly all actives have a fitted effect of over 50% in size
Target sequence (Q8WZA2 whole entry, looked up): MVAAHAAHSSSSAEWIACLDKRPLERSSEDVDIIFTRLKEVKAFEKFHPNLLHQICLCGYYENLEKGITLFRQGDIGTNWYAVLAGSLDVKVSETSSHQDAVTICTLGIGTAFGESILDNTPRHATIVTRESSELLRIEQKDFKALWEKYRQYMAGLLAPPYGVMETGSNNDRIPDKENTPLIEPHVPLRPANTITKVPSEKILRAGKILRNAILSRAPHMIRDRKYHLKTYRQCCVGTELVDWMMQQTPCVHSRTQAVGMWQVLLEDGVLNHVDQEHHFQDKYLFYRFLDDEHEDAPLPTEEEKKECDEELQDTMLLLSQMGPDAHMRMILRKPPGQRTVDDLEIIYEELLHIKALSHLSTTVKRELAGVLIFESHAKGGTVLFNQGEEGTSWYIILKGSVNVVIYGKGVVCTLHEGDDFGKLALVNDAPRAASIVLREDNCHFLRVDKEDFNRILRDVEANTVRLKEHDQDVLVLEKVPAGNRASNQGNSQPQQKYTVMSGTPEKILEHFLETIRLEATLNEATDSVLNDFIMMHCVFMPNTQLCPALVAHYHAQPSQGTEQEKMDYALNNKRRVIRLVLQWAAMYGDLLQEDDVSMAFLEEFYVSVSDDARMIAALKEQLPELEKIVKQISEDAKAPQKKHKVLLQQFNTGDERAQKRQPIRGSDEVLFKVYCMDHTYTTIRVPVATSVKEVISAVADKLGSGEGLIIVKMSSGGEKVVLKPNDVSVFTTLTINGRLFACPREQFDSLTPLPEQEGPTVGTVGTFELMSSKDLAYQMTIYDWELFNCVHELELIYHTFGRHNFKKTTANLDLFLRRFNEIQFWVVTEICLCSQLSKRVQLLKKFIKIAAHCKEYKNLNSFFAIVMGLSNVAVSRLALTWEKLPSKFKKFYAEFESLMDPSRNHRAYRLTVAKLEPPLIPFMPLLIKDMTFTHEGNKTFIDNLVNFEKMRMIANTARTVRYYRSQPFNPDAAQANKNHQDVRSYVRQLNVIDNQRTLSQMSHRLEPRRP
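Setup: EPAC2 100 nM, labeled Rap1B complex 250 nM, free GDP 50 uM. Compound titrations pinned in, brief spin, 5 min room temperature incubation. Kinetic fluorescence read over 30 min, normalized to 6.5 mM cAMP.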
CCT modulator: High-Throughput Screening for Modulators of Cytosolic Chaperonin Activity; activity change, % (no concentration beside the values), hits read low; actives 0.3% (n = 360,000); purified chaperonin ATPase assay, HTRF ADP detection, 30 min; in the data active = activity change below about -30%; note: % is set by controls: 0 for no effect and ±100 for the full control effect
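First, chaperonin was dispensed at 40 nM or 20 nM final depending on batch activity. Next, compounds were pinned at 76 uM and ATP added at 10 uM. After 30 min at 37 °C, ADP detection reagents ran 30 min at ambient temperature.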
Nrf2 inh: Nrf2 qHTS screen for inhibitors. Potency, µM (titrated, usually from 46 µM), for the others: at the highest dose activity change, negative = inhibition, actives largely listed as inhibitors. A549 ARE-Fluc reporter, luciferase luminescence, 18-24 h. actives 2.1% (n = 360,000); note: potency is the fitted concentration of half-maximal effect; % is set by controls: 0 for no effect and ±100 for the full control effect; nearly all actives have a fitted effect of over 60% in size
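Nrf2 activity is the BugLite luminescence, read 15 min after reagent at room temperature, following CellTiter-Fluor cytotoxicity readout (30 min, 37C). Compound titrations were applied for 18-24 h to 5000 A549 ARE_Fluc cells/well in 5% FBS OPTI-MEM.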
MmCpn inh: Inhibitors of TCP-1 ring complex (TRiC) of Methanococcus maripaludis (MmCpn): qHTS. Chaperonin Mm-Cpn (Methanococcus maripaludis). purified Mm-Cpn ATPase, ADP Transcreener TR-FRET. actives 0.031% (n = 330,000). Potency, µM (doses to about 76.9 µM), for the others: at the highest dose activity, negative = inhibition, hits mostly inhibitors; note: potency is the fitted concentration of half-maximal effect; % is set by controls: 0 for no effect and ±100 for the full control effect; nearly all actives have a fitted effect of over 80% in size
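Eu-cryptate anti-ADP/ADP-d2 competition gives a ratio inversely related to ADP. Enzyme at 25 nM was pre-exposed to compound for 10 min, then given 10 uM ATP for 30 min, 37°C throughout.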
pAkt inh: HTS Assay for Inhibitors of Akt Phophorylation: Primary Screen; Neuro2A IGF-stimulated pAkt S473 HTRF, 20 min; hits give low values; activity change, % for hits at 50 µM; actives 0.32% (n = 360,000); AID 651550, 2012; in the data active = activity change below about -80%; inconclusive = mostly about -51% to -80%; note: % is set by controls: 0 for no effect and ±100 for the full control effect
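Neuro2A cells (4,500/well, DMEM with 0.5% FBS) were treated with compound at a single 50 µM final concentration, stimulated with 6 nM IGF for 20 min at 37 °C, and lysed. Phospho-Akt Ser473 was read by HTRF as 665/615 ratio ×10^4.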
A549 viability: Nrf2 qHTS screen for inhibitors: counterscreen for cytotoxicity; A549 ARE-Fluc cells, CellTiter-Fluor viability, 18-24 h; Potency, µM (series often up to 46 µM), inactives show top-dose activity change, negative = cytotoxicity, hits mostly inhibitors; actives 0.16% (n = 390,000); AID 504648, 2011; note: potency is the fitted concentration of half-maximal effect; % is set by controls: 0 for no effect and ±100 for the full control effect
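A549 ARE_Fluc cells in 5% FBS OPTI-MEM were exposed to compounds in concentration-response for 18-24 h at 37 deg C. Viability was read by CellTiter-Fluor fluorescence (Ex 405/Em 525) after 30 min, before the luciferase read.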
Nrf2 ARE act: qHTS of Nrf2 Activators. actives 0.31% (n = 410,000). AREc32 ARE-luciferase reporter (MCF7-derived line), luminescence, 24 h. Potency, µM (doses to about 46.1 µM), for the others: at the top dose activation, most hits filed as activators. AID 624171, 2012; note: potency is the fitted concentration of half-maximal effect; % of control where 0% means no effect; nearly all actives have a fitted effect of over 65% in size
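Each well held 1000 AREc32 cells, which were incubated with compound for 24 hr at 37 deg C after overnight attachment, and ARE reporter activity was quantified by firefly luciferase luminescence.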
EPAC2 antag: qHTS for Antagonist of cAMP-regulated guanine nucleotide exchange factor 2 (EPAC2): primary screen; Rap guanine nucleotide exchange factor 4 (Homo sapiens), Q8WZA2; EPAC2 GEF exchange of Rap1B-BODIPY-GDP, fluorescence; Potency, µM (series often up to 114 µM), without a hit: at the highest dose activity, negative = inhibition, hits mostly inhibitors; actives 0.18% (n = 360,000); note: potency is the fitted concentration of half-maximal effect; % is set by controls: 0 for no effect and ±100 for the full control effect; nearly all actives have a fitted effect of over 45% in size; many of its hits are not listed in these tables
* = called active by the depositor. Unless noted, calls come from the whole dose curve; as a rule, active = well fitted curve in the direction sought with a large enough effect; inconclusive = small, poorly fitted or top-dose-only effect, or another doubt; inactive = no such curve, though single readings can be large; an effect the other way counts as inactive or inconclusive. An excerpt; rates above refer to the full screens.

Results for CC(=O)c1c(C)[nH]c(C(=O)NNC(=O)c2ccc(C)cc2)c1C ?
TGFb SMAD3 inh: 11%; EPAC2 agonist: -1%; CCT modulator: -0.6; Nrf2 inh: 13%; MmCpn inh: -1%; pAkt inh: inactive; A549 viability: 7%; Nrf2 ARE act: -0.3%; EPAC2 antag: 2%

What do the screens show for `CC1CCCC(NC(=O)COC(=O)c2ccc([N+](=O)[O-])o2)C1C` (configuration not stated)?
TGFb SMAD3 inh: -25%; EPAC2 agonist: 1%; CCT modulator: -64*; Nrf2 inh: 0%; MmCpn inh: 1%; pAkt inh: inactive; A549 viability: 0%; Nrf2 ARE act: 9.1%; EPAC2 antag: -1%

Results for COC(=O)Cn1c(=O)c2c(nc(Br)n2CC(=O)OC)n(C)c1=O ?
TGFb SMAD3 inh: 1%; EPAC2 agonist: 16%; CCT modulator: -4.0; Nrf2 inh: -18%; MmCpn inh: -4%; pAkt inh: inactive; A549 viability: -5%; Nrf2 ARE act: 2.0%; EPAC2 antag: -5%

How did CCCN1CNC(=S)N(c2cccc(C)c2)C1 do in these assays?
TGFb SMAD3 inh: 14%; EPAC2 agonist: 2%; CCT modulator: 0.1; Nrf2 inh: 11%; MmCpn inh: 0%; pAkt inh: inactive; A549 viability: 3%; Nrf2 ARE act: 3.6%; EPAC2 antag: -4%

Results for Cc1cc(C)c(S(=O)(=O)N(C)CC(=O)NCC2CCCO2)c(C)c1 (configuration not stated) ?
TGFb SMAD3 inh: 9%; EPAC2 agonist: 10%; CCT modulator: -1.8; Nrf2 inh: 7%; MmCpn inh: 4%; pAkt inh: inactive; A549 viability: -1%; Nrf2 ARE act: -0.4%; EPAC2 antag: 3%

What do the screens show for `COc1cccc(CNc2nc(C(F)(F)F)nc3ccccc23)c1`?
TGFb SMAD3 inh: inconclusive; EPAC2 agonist: 11%; CCT modulator: 1.3; Nrf2 inh: 23µM*; MmCpn inh: 3%; pAkt inh: inactive; A549 viability: -15%; Nrf2 ARE act: 0.1%; EPAC2 antag: inconclusive

Results for CCOc1ccc(C(=O)N[C@H](C(=O)NC2CCCCC2)C(C)C)cc1 ?
TGFb SMAD3 inh: 2%; EPAC2 agonist: 0%; CCT modulator: -0.4; pAkt inh: inactive; Nrf2 ARE act: 1.0%; EPAC2 antag: -1%

How did CCOC(=O)N1CCC(NC(=O)c2cccc3c2C(=O)N(c2ccc(OC)cc2)C3)CC1 do in these assays?
TGFb SMAD3 inh: -26%; EPAC2 agonist: -2%; CCT modulator: -2.5; Nrf2 inh: inconclusive; MmCpn inh: -7%; pAkt inh: inactive; A549 viability: -11%; Nrf2 ARE act: -0.9%; EPAC2 antag: -5%

Results for O=C(c1ccc(-c2ccc(Cl)cc2Cl)o1)N1CCOCC1 ?
TGFb SMAD3 inh: -23%; EPAC2 agonist: 3%; CCT modulator: 0.0; Nrf2 inh: inconclusive; MmCpn inh: inconclusive; pAkt inh: inactive; A549 viability: -4%; Nrf2 ARE act: 7.4%; EPAC2 antag: -11%

Results for NC(=O)C1(N2CCCCC2)CCN(C(=S)NC2CCCC2)CC1 ?
TGFb SMAD3 inh: -5%; EPAC2 agonist: -3%; CCT modulator: 1.7; Nrf2 inh: -1%; MmCpn inh: 1%; pAkt inh: inactive; A549 viability: 4%; Nrf2 ARE act: -0.3%; EPAC2 antag: 2%

Results for CCOC(=O)CSc1nnc(-c2cccnc2)n1Cc1ccccc1 ?
TGFb SMAD3 inh: 17%; EPAC2 agonist: -8%; CCT modulator: -1.6; MmCpn inh: -1%; pAkt inh: inactive; A549 viability: -2%; Nrf2 ARE act: -0.6%; EPAC2 antag: 12%

Results for COC(=O)Nc1nc2ccc(Sc3ccccc3)cc2[nH]1 ?
TGFb SMAD3 inh: inconclusive; EPAC2 agonist: -6%; CCT modulator: -0.1; Nrf2 inh: inconclusive; MmCpn inh: 2%; pAkt inh: inactive; A549 viability: -9%; Nrf2 ARE act: 1.0%; EPAC2 antag: -7%

How did Cc1ccnc(NC(=O)CCC(=O)N(CC(=O)NCc2ccc(F)cc2)Cc2ccccc2)c1 do in these assays?
TGFb SMAD3 inh: -16%; EPAC2 agonist: 4%; CCT modulator: 0.2; Nrf2 inh: inconclusive; MmCpn inh: -2%; pAkt inh: inactive; A549 viability: 0%; Nrf2 ARE act: -0.8%; EPAC2 antag: 0%

What do the screens show for `CC(C)(C)N1CC(C(=O)Nc2cccc(Cl)c2Cl)CC1=O` (configuration not stated)?
TGFb SMAD3 inh: 16%; EPAC2 agonist: 6%; CCT modulator: 0.0; Nrf2 inh: 2%; MmCpn inh: 2%; pAkt inh: inactive; A549 viability: -15%; Nrf2 ARE act: 1.6%; EPAC2 antag: -7%

What do the screens show for `C=CCn1c(SCC(N)=O)nnc1-c1ccccc1O`?
TGFb SMAD3 inh: -2%; EPAC2 agonist: 7%; CCT modulator: -4.8; Nrf2 inh: 2%; MmCpn inh: 0%; pAkt inh: inactive; A549 viability: 10%; Nrf2 ARE act: -0.7%; EPAC2 antag: -1%

How did CCc1ccc(S(=O)(=O)NC(=S)Nc2ccccc2)cc1 do in these assays?
TGFb SMAD3 inh: 6%; EPAC2 agonist: -6%; CCT modulator: 0.3; Nrf2 inh: -14%; MmCpn inh: 0%; pAkt inh: inactive; A549 viability: -1%; Nrf2 ARE act: -0.2%; EPAC2 antag: 7%

What do the screens show for `Cc1[nH]c(=O)[nH]c(=O)c1S(=O)(=O)Nc1ccc(S(N)(=O)=O)cc1`?
TGFb SMAD3 inh: 12%; EPAC2 agonist: 1%; CCT modulator: 1.4; Nrf2 inh: 6%; MmCpn inh: 0%; pAkt inh: inactive; A549 viability: -1%; Nrf2 ARE act: -0.5%; EPAC2 antag: -2%

Results for CC(C)(C)c1ccc(-c2conc2N)cc1 ?
TGFb SMAD3 inh: -10%; EPAC2 agonist: 4%; CCT modulator: 1.6; MmCpn inh: 2%; pAkt inh: inactive; A549 viability: 11%; Nrf2 ARE act: inconclusive; EPAC2 antag: -1%

How did Cc1ccc(-c2nc3cnccn3c2Nc2ccc3c(c2)OCO3)cc1 do in these assays?
TGFb SMAD3 inh: inconclusive; EPAC2 agonist: 5%; CCT modulator: -2.5; Nrf2 inh: -12%; MmCpn inh: -1%; pAkt inh: inactive; A549 viability: 6%; Nrf2 ARE act: 0.3%; EPAC2 antag: -29%

What do the screens show for `COc1ccc(/C=C/C(=O)Nc2cc(=O)n(C)c(=O)n2C)cc1`?
TGFb SMAD3 inh: 5%; EPAC2 agonist: -11%; CCT modulator: 0.2; Nrf2 inh: 2%; MmCpn inh: 1%; pAkt inh: inactive; A549 viability: -4%; Nrf2 ARE act: 11%; EPAC2 antag: -2%

What do the screens show for `CC(C)(NO)/C(=N\O)c1ccc(Cl)cc1`?
TGFb SMAD3 inh: 12%; EPAC2 agonist: 0%; CCT modulator: -0.1; Nrf2 inh: 4%; MmCpn inh: 1%; pAkt inh: inactive; A549 viability: 0%; Nrf2 ARE act: 0.2%; EPAC2 antag: 6%

What do the screens show for `Cc1ccc(S(=O)(=O)N(C)C)cc1NC(=O)COC(=O)C1COc2ccccc2O1` (configuration not stated)?
TGFb SMAD3 inh: -1%; EPAC2 agonist: 7%; CCT modulator: -0.8; Nrf2 inh: -6%; MmCpn inh: 1%; pAkt inh: inactive; A549 viability: 5%; Nrf2 ARE act: -0.3%; EPAC2 antag: -3%

How did C[C@H](NC(=O)c1[nH]cnc1C(=O)Nc1ccc(Cl)cc1)C(=O)OC(C)(C)C do in these assays?
TGFb SMAD3 inh: 2%; EPAC2 agonist: -12%; CCT modulator: -11; Nrf2 inh: -25%; MmCpn inh: 0%; pAkt inh: inactive; A549 viability: 11%; Nrf2 ARE act: 7.5%; EPAC2 antag: 1%

Results for CCN1C(=O)[C@H]2[C@@H](c3ccc(C)cc3)N3C(=O)N(c4cccc(Cl)c4)C(=O)[C@@]3(CC)[C@H]2C1=O ?
TGFb SMAD3 inh: -19%; EPAC2 agonist: 4%; CCT modulator: 0.2; Nrf2 inh: -5%; MmCpn inh: -3%; pAkt inh: inactive; A549 viability: -2%; Nrf2 ARE act: -0.3%; EPAC2 antag: 11%

Results for CC(=O)c1ccc(S(=O)(=O)N2CCCCC2C(=O)O)cc1 (configuration not stated) ?
TGFb SMAD3 inh: -1%; EPAC2 agonist: 6%; CCT modulator: -0.1; Nrf2 inh: 17%; MmCpn inh: 0%; pAkt inh: inactive; A549 viability: 0%; Nrf2 ARE act: 0.3%; EPAC2 antag: -6%

How did COc1cc(/C=N/NC(=O)/C(=C/c2ccccc2)CCO)ccc1O do in these assays?
TGFb SMAD3 inh: -4%; EPAC2 agonist: 5%; CCT modulator: 0.3; Nrf2 inh: -24%; MmCpn inh: -3%; pAkt inh: inactive; A549 viability: 2%; Nrf2 ARE act: 0.2%; EPAC2 antag: 2%
